Yfh1-depleted yeast = mitochondrial function rescue without frataxin homolog – Friedreich's ataxia, plus single-dose screen, dose response (AID 1465) | S. cerevisiae Yfh1-off respiration, WST-1 reduction, 72 h; higher fold induction means a stronger effect | fold induction at 50 µM; hits with a dose series show EC50 in µM | 0.074% of 220,000 active;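 active = fold induction of absorbance versus untreated yeast above a set limit, then at least 30% activation at any dose in follow-up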;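 note: activators that raise dye reduction in frataxin-depleted yeast; strong numbers were not always called active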
PMI inhibitors = MPI enzyme activity inhibition – biochemical, fluorescence intensity, coupled assay, primary screen (AID 1209) | purified PMI enzyme, coupled fluorescence intensity; higher % means a stronger effect | inhibition, % at 20 µM; hits with a dose series show IC50 in µM | 0.42% of 190,000 active;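 note: plate controls were DMSO vehicle for no effect and wells lacking substrate for full effect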
human PMI inhibitors = human PMI inhibitors, high substrate, primary screen, biochemical, fluorescence intensity, high mannose 6-phosphate (AID 1220); recombinant PMI enzyme, coupled fluorescence intensity; higher % means a stronger effect; inhibition, % at 20 µM; hits with a dose series show IC50 in µM; 0.66% of 190,000 active
MT stabilizer = microtubule stabilizers in HeLa cells; HeLa tubulin immunostaining HCS, 24 h; share of cells brighter than vehicle mean+2SD; AID 2205; 0.83% of 200,000 active; % tubulin-high responders, % at 10 µM;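 active = plate Z-score above 3 for both tubulin-high and condensed-nucleus cell shares, with cell loss under 80%, at 10 µM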;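 note: anti alpha tubulin signal scored within the nucleus-defined area of each cell; some results filed as inactive read as strong as hits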
bCat nuc transl = alters nuclear translocation of beta-catenin in HeLa cells | immunofluorescence imaging | nuclear translocation activity, % at 5 µM | 0.3% of 190,000 active;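 active = nuclear translocation activity above 50% at 5 µM, with a well cell count of 50 or more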;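 note: per-cell ratio of nuclear to cytoplasmic median beta-catenin stain intensity; plate controls were DMSO negative control for no effect and GSK-3 inhibitor IX positive control for full effect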
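assay system = human HeLa cells, endogenous beta-catenin | times = compound treatment 24 h, 37°C, 5% CO2 | detection = Anti-beta-catenin immunofluorescence on PFA-fixed, Triton-permeabilized cells, DAPI nuclei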
Autophagy HCS = modulators of autophagy; calls only at 10 µM (by protocol); 0.98% of 190,000 active; MEF GFP-LC3 puncta imaging; test concentration mostly 10 µM; AID 463193;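 active = percentage of spot-positive cells more than 3 SD above its plate mean, without a fluorescence outlier flag or 80% toxicity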;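 note: spot-positive cell cutoff set from DMSO-treated cells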
WT yeast gro inh = growth inhibition of WT yeast, mitochondrial fusion screen | 2.1% of 190,000 active | AID 1362 | mitochondrial fusion phenotypic screen, WT strain | inhibition, % at 10 µM; in the data active = inhibition above about 58%; tested in S. cerevisiae
Ins promoter up = MIN6 insulin promoter up-regulation | z-score at 5 µM | MIN6 insulin promoter-GFP reporter, high-content imaging; active compounds read high | AID 1625 | 0.3% of 190,000 active;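 active = z-score above 3 at 5 µM with at least 500 cells counted in the well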
Dynein transport = blocks dynein driven cargo transport along microtubules; 3617.4 mouse cells, GR-EGFP nuclear translocation imaging; test concentration mostly 20 µM; stimulated with dexamethasone, 1 µM; active compounds read low; z-score, hits read low; 0.47% of 220,000 active;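 active = plate z-score of nuclear minus cytoplasmic receptor signal below a set negative limit, without overly bright fluorescence or cell loss, cut at about -3.5 in these data, passing the limit was not always enough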;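 note: z-score of nuclear minus cytoplasmic ring GR-EGFP intensity difference per well; some compounds called inactive have numbers as strong as hits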
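Buffer or medium: tet-free, stripped-serum medium; Also added: dexamethasone, 1.0 µM final; Technique: high-content fluorescence imaging after fixation; Times: 48 h induction, 1 h compound, 30 min dex at 37 °C; Read-out: per-cell GR-EGFP intensity, nucleus versus surrounding cytoplasmic ring, well-averaged.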
WT yeast gro inh mutant strain = further read-out of WT yeast gro inh, marked with its call; inhibition, %; mitochondrial fusion phenotypic screen, mutant strain inhibition
Dynein transport cytoplasmic EGFP = further read-out of Dynein transport, marked with its call; z-score; measured here: cytoplasmic GR-EGFP intensity; active compounds read high
Dynein transport nuclear GR-EGFP = second read-out of Dynein transport, no call of its own (marks repeat the call); z-score; measured here: nuclear GR-EGFP intensity;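 lower value marks the stronger effect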
Dynein transport cell count = further read-out of Dynein transport, marked with its call; z-score; measured here: cell count per field
Ins promoter up cell count = further read-out of Ins promoter up, marked with its call; cell count; measured here: cytotoxicity, nuclei count;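 total cells summed across four imaged fields per well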
bCat nuc transl cell count 5 µM = recorded beside bCat nuc transl, whose call it bears; cell count; measured here: cell count, cytotoxicity flag
MT stabilizer Hoechst-high % = second read-out of MT stabilizer, no call of its own (marks repeat the call); % Hoechst-high responders; measured here: nuclear condensation Hoechst responders;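 share of cells brighter than vehicle mean plus two SD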
MT stabilizer cytotoxicity % = recorded beside MT stabilizer, whose call it bears; toxicity, %; measured here: cytotoxicity by cell density;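 0% = mean cell density of plate MIN control wells and 100% = no cells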
Autophagy HCS cell loss 18 h = second read-out of Autophagy HCS, no call of its own (marks repeat the call); toxicity, %; measured here: cell loss, nuclei count;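 cell loss after 18 h compound exposure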
An asterisk follows results filed as active; i = inactive; . = not tested or not shown; + = active, no number. Cut-off read from the data, not from the text of the source, unless noted: active = inhibition above about 50%; inactive = the rest. Rows are unselected. Share with any hit: about 5%.

structure	bCat nuc transl cell count 5 µM	MT stabilizer cytotoxicity %	Autophagy HCS cell loss 18 h	Dynein transport	human PMI inhibitors	WT yeast gro inh mutant strain	MT stabilizer Hoechst-high %	Dynein transport nuclear GR-EGFP	PMI inhibitors	Yfh1-depleted yeast	Autophagy HCS	Ins promoter up cell count	MT stabilizer	WT yeast gro inh	bCat nuc transl	Dynein transport cytoplasmic EGFP	Ins promoter up	Dynein transport cell count
O=C(CSc1nnc2c(n1)[nH]c1ccc(F)cc12)N1CCOCC1	1105	2.9	-13	-1.1	2%	5	2.2	-0.5	4%	i	i	1269	2.5	3	-2.8	-0.18	0.12	1
Cc1nc(NC(=O)c2ccccc2)sc1-c1csc(Nc2cccc(Cl)c2)n1	.	21	1	0.46	18%	11	12	-0.56	1%	i	i	.	26	26	.	-0.19	.	-0.67
COc1ccc2cc(C(=O)N3CCCCCC3)sc(=O)c2c1OC	779	17	9	-0.13	-7%	11	2.7	0.25	-4%	i	i	1380	1.9	-31	-0.3	-0.44	-0.98	0.95
Cc1ccc(CN2CCN(Cc3cnc(C)s3)CC2CCO)o1 (stereo unspecified)	1155	1.8	-19	0.5	10%	14	2.1	0.029	15%	i	i	1363	3.4	5	-0.3	-0.29	1.2	0.47
CSc1ccccc1NC(=O)CN(C)Cc1cccc(Cl)c1	1082	2.8	-2	0.035	5%	9	1.7	0.069	10%	i	i	1324	1.2	21	1.6	-0.22	-0.5	0.45
O=C(NCc1ccco1)C(c1ccccc1)N(C(=O)Cc1cccs1)c1cccnc1 (stereo unspecified)	1050	4.7	14	-0.4	8%	7	1.7	-0.2	5%	i	i	1327	1.9	0	-3.3	-0.22	0.05	0.65
CCOC(=O)c1ccc(NC(=S)N2CCSC2c2c(F)cc(F)cc2F)cc1 (stereo unspecified)	980	8.3	13	-0.26	13%	15	1.7	-0.13	27%	i	i	2234	6.5	27	-2.3	-0.26	1.4	0.24
O=C(/C=C/c1ccccc1)NCCc1ccc2c(c1)OCCO2	1163	11	4	0.46	7%	-10	3.4	0.055	5%	i	i	1616	6.0	-10	-2.6	-0.21	0.13	-0.21

structure	bCat nuc transl cell count 5 µM	MT stabilizer cytotoxicity %	Autophagy HCS cell loss 18 h	Dynein transport	human PMI inhibitors	WT yeast gro inh mutant strain	MT stabilizer Hoechst-high %	Dynein transport nuclear GR-EGFP	PMI inhibitors	Yfh1-depleted yeast	Autophagy HCS	Ins promoter up cell count	MT stabilizer	WT yeast gro inh	bCat nuc transl	Dynein transport cytoplasmic EGFP	Ins promoter up	Dynein transport cell count
CC1=NN(C(=O)c2ccc(Cn3nc(C)c([N+](=O)[O-])c3C)o2)C(O)(C(F)(F)F)C1 (stereo unspecified)	504	11	-6	2.5	4%	-16	4.3	1.4	1%	i	i	1323	2.6	-12	0.6	-0.12	-0.27	-1.5
COc1ccc(-c2coc3cc4oc(=O)cc(C)c4cc23)cc1F	906	8.6	-2	0.38	-5%	-23	8.2	-0.04	-3%	i	i	1037	6.8	-9	15	-0.22	0.63	0.29
COc1ccc(C(c2nnnn2Cc2ccccc2)N2CCN(c3ccccc3)CC2)cc1 (stereo unspecified)	1163	0.9	21	0.068	-3%	-8	2.4	0.22	5%	i	i	1328	2.9	12	2.5	-0.23	-0.7	0.8
COC(=O)CSc1nnc(-c2ccncc2)o1	991	14	-6	0.43	-1%	-20	2.3	0.67	-1%	i	i	1253	0.9	-15	-0.3	-0.11	0.4	0.2
Cc1cc(-c2c(C)[nH]n(-c3ccc(Cl)cc3)c2=O)n[nH]1	1300	2.9	18	-0.059	-8%	-1	1.2	-0.2	10%	i	i	1563	1.7	11	-0.3	-0.19	0.12	0.47
Cc1nn(-c2ccccc2)c2[nH]c(=O)c(CNCC3CCCO3)cc12 (stereo unspecified)	936	0.9	-1	0.2	-3%	-8	1.3	0.38	-9%	i	i	1185	3.0	-4	-1.5	-0.18	0.26	0.022
COc1ccc(C2CC(=O)c3cnc(NC(=O)c4ccccc4OC)nc3C2)c(OC)c1 (stereo unspecified)	1138	11	-3	0.35	2%	13	1.8	0.46	0%	i	i	.	1.5	10	-0.5	-0.28	.	-0.56
CCC(=O)N/C(=N/c1nc(C)cc(C)n1)Nc1ccc(OC)cc1	1167	2.9	15	2.3	-8%	-4	3.2	1.6	-8%	i	i	.	2.8	-17	0.1	-0.25	.	-0.39

structure	bCat nuc transl cell count 5 µM	MT stabilizer cytotoxicity %	Autophagy HCS cell loss 18 h	Dynein transport	human PMI inhibitors	WT yeast gro inh mutant strain	MT stabilizer Hoechst-high %	Dynein transport nuclear GR-EGFP	PMI inhibitors	Yfh1-depleted yeast	Autophagy HCS	Ins promoter up cell count	MT stabilizer	WT yeast gro inh	bCat nuc transl	Dynein transport cytoplasmic EGFP	Ins promoter up	Dynein transport cell count
O=C1CCCC(O)=C1N=Nc1c(Cl)cc(Cl)cc1Cl	1100	8.5	12	-0.7	2%	-7	2.0	-0.38	7%	i	i	1508	3.2	-4	-0.2	-0.23	-0.27	0.056
CCCC(=O)Nc1cccc(-c2cn3cccnc3n2)c1	992	10	7	2.4	5%	4	0.8	1.4	-5%	i	i	1146	5.3	2	0.4	-0.27	0.12	-0.75
COc1ccccc1NC(=O)COc1ccc(/C=N/NS(=O)(=O)c2ccc(C)cc2)cc1	896	4.7	2	-0.51	15%	-10	1.7	-0.66	20%	i	i	1456	1.0	-1	-0.7	-0.25	1.5	0.53
O=C(NC(=S)Nc1ccccn1)c1cc(-c2ccccc2)nc2ccccc12	473	4.4	15	-0.68	20%	14	2.6	-0.16	22%	i	i	1172	2.1	30	1.5	-0.24	0.57	0.51
Cc1ccc(-n2c(C)cc(C(=O)CSc3nnc4ccccn34)c2C)cc1	1106	5.1	1	-0.73	-31%	-12	2.9	-0.44	-13%	i	i	1215	3.5	-6	-4.5	-0.2	-1.1	-0.27
Cc1scc(C(=O)O)c1-c1c(C(=O)O)csc1C	1030	4.2	-2	0.58	-6%	0	1.5	0.39	-17%	i	i	1331	2.4	5	-1.3	-0.17	-0.13	0.13
c1ccc2cc(OCCOCCOc3ccc4ccccc4c3)ccc2c1	1211	.	.	-0.12	.	.	.	-0.082	.	i	.	1439	.	.	-2.6	-0.26	0.03	0.17
O=C(O)/C=C/C(=O)Nc1nccs1	1135	.	.	0.9	.	.	.	0.31	.	i	.	1449	.	.	-2.1	-0.26	0.27	-0.74

structure	bCat nuc transl cell count 5 µM	MT stabilizer cytotoxicity %	Autophagy HCS cell loss 18 h	Dynein transport	human PMI inhibitors	WT yeast gro inh mutant strain	MT stabilizer Hoechst-high %	Dynein transport nuclear GR-EGFP	PMI inhibitors	Yfh1-depleted yeast	Autophagy HCS	Ins promoter up cell count	MT stabilizer	WT yeast gro inh	bCat nuc transl	Dynein transport cytoplasmic EGFP	Ins promoter up	Dynein transport cell count
C=CCn1c(Cc2csc(N)n2)nnc1SCc1ccc(C(=O)OC)cc1	1124	7.2	6	3.8	-2%	2	3.4	2.6	2%	i	i	1211	3.1	-8	-1.7	0.053	0.18	-1
CCCCC(=O)NC1=NC(=O)C(C)(C)S1	1095	7.7	7	0.19	4%	4	1.1	0.45	5%	i	i	1226	3.4	7	-0.9	-0.22	0.09	0.56
S=c1[nH]nc(-c2cccnc2)n1/N=C/c1ccco1	1485	7.2	3	0.65	20%	-19	2.1	-0.36	0%	i	i	1577	4.1	-2	-0.4	-0.34	0.32	0.52
CCN1CCN(C(c2cccs2)C(C)NC(=S)Nc2cccc(C)c2C)CC1 (stereo unspecified)	1248	.	.	-0.9	.	.	.	0.17	.	i	.	1079	.	.	-0.2	-0.28	-0.81	0.3
O=C(CN1C(=O)CC(c2ccco2)Sc2ccccc21)NCC1CCCO1 (stereo unspecified)	1009	7.2	6	0.34	20%	6	2.1	-0.0022	11%	i	i	1462	2.7	30	-5.2	-0.41	0.46	0.24
CN=c1scc(C)n1/N=C/c1cc(Br)c(O)c(OC)c1	1027	5.5	-12	-0.39	9%	-4	2.4	-0.68	0%	i	i	1213	4.6	-4	-3.2	-0.31	-1.3	0.56
COc1ccc(OCC(=O)N(C)Cc2ccccc2)cc1	909	2.1	11*	1	15%	6	1.4	1.3	9%	i	+	1153	6.0	7	-0.9	-0.12	-0.28	-0.89
O=C(NCc1ccco1)c1cc2n(n1)C(C(F)(F)F)CC(c1ccc(F)cc1)N2 (stereo unspecified)	1117	17	-1	0.41	5%	-6	0.6	0.67	8%	i	i	.	1.2	12	-0.9	0.23	.	0.82
COc1ccc2[nH]c(=S)[nH]c2c1	882	2.1	9	0.082	19%	2	3.3	-0.57	16%	i	i	.	4.8	-3	-1.6	-0.13	.	-0.75
COc1cc(OC)c(C2C(C(=O)O)c3ccccc3C(=O)N2C)cc1OC (stereo unspecified)	1299	9.9	7	1.4	14%	-1	1.8	0.69	1%	i	i	1468	3.8	-2	0.4	-0.13	-1	-0.17
